PhoP GFP inhibition: PhoP regulon inhibitors, Salmonella typhi PhoP promoter GFP reporter, confirmatory (AID 1850) | actives 0.33% (n = 310,000) | Salmonella Typhi PhoP-promoter GFP reporter, fluorescence, 4 h; higher % means a stronger effect | inhibition, % at 50 µM; hits with a dose series show IC50 in µM; in the data active means a potency from the dose series; inconclusive means inhibition mostly from about 25% at the one dose, without a potency; inactive means the rest, 99 in 100 with inhibition below about 19%;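 further: 0% = induced wells with vehicle and 100% = uninduced wells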
influenza NS1A: H1N1 influenza NS1A inhibitors, functional cell based assay (AID 504329). NS1A functional cell-based assay, percent inhibition; higher % means a stronger effect. inhibition, % at 12.5 µM, or IC50 in µM where a hit was titrated. actives 0.3% (n = 340,000); in the data active means a potency from the dose series; inconclusive means inhibition above about 27% without an active follow-up result; further: strong numbers were not always called active
M. tuberculosis: growth inhibition of non-replicating M. tuberculosis (AID 488890) | Mycobacterium tuberculosis non-replicating, growth inhibition; higher % means a stronger effect | one-dose inhibition, % at 25 µM; IC50 in µM for titrated hits | actives 0.39% (n = 320,000); in the data active means a potency from the dose series; inconclusive means inhibition mostly from about 82% at the one dose, without a potency; inactive means the rest, 99 in 100 with inhibition below about 76%;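 further: plate controls were DMSO cells for no effect and high antibiotic wells for full effect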
M. tuberculosis HTS: M. tuberculosis growth inhibition, HTS (AID 449762). M. tuberculosis H37Rv growth inhibition, 7H9 media; higher % means a stronger effect. one-dose inhibition, % at 25 µM; IC50 in µM for titrated hits. actives 0.59% (n = 330,000); in the data active means a potency from the dose series; inconclusive means inhibition above about 70% without an active follow-up result;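 further: bacterial growth assessed after seven days of incubation; strong numbers were not always called active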
VEEV TC-83 Vero: inhibitors of VEEV TC-83 cytopathic effect, confirmation, Vero cells (AID 588727); actives 0.13% (n = 350,000); inhibition, % at 20 µM, or IC50 in µM where a hit was titrated; Vero cells, VEEV TC-83 cytopathic effect inhibition; higher % means a stronger effect; in the data active means a potency from the dose series; inconclusive means inhibition mostly from about 14% at the one dose, without a potency; inactive means the rest, 99 in 100 with inhibition below about 12%; further: strong numbers were not always called active
VEEV TC-83 Vero 10K pilot screen: also measured in VEEV TC-83 Vero; calls as there; inhibition, %; measured here: 10K pilot screen inhibition
* = called active by the depositor; i = inactive; u = inconclusive; x = no result given.

SMILES | PhoP GFP inhibition | influenza NS1A | M. tuberculosis | M. tuberculosis HTS | VEEV TC-83 Vero | others
CC12CN3CC(C)(CN(C1)C3c1cccs1)C2O (stereo not given) | -9% | -3% | 8% | -14% | 0.7%
CC(=O)Nc1ccc(NC(=O)c2ccc(NS(=O)(=O)c3cccc4cccnc34)cc2)cc1 | -15% | -10% | -8% | 9% | 0.6%
COc1ccc([N+](=O)[O-])cc1NC(=O)c1ccc(C)o1 | 0% | -5% | 18% | -5% | 2.8%
CCN1C(=O)/C(=c2\o/c(=C3\C=Cc4ccccc4N3CC)c(=O)n2CC)SC1=S | x | 20% | x | x | 0.6%
CN(C)S(=O)(=O)c1ccc(Cl)c(NC(=O)CN2CCCCCC2)c1 | 7% | -7% | 4% | 1% | 0.7%
COc1ccccc1C(=O)Nc1ccc2c(c1)nc(CN1CCN(C(C)=O)CC1)n2C | 9% | 1% | 23% | -23% | 5.8%
CCc1ccc([C@H]2C(C(=O)O)=C[C@@H](CC)N2S(=O)(=O)c2ccc(C)cc2)cc1 | x | -23% | 22% | 1% | 0.4%
CCn1nc(C)cc1C(=O)N1CCCC(C(=O)c2ccc(OC)cc2C)C1 (stereo not given) | -21% | 7% | 16% | 13% | i
O=C(CSc1cn(CCNC(=O)c2ccccc2)c2ccccc12)NCC1CCCO1 (stereo not given) | -16% | -10% | -9% | -7% | 6.1%
CC(=O)Nc1sc2c(c1C(c1ccc(Cl)cc1)N1CCOCC1)CCCC2 (stereo not given) | -7% | -3% | 36% | -2% | i
Cc1cc(SCC(=O)OCC(=O)N(C)c2ccccc2)nc2ccccc12 | 9% | -4% | 69% | 20% | 4.7%
COCCN1Cc2cccc(C(=O)NC(C)CCc3ccco3)c2C1=O (stereo not given) | -4% | 0% | -5% | -2% | 0.8%

Structures shown so far containing a halogen:
SMILES | PhoP GFP inhibition | influenza NS1A | M. tuberculosis | M. tuberculosis HTS | VEEV TC-83 Vero | others
CN(C)S(=O)(=O)c1ccc(Cl)c(NC(=O)CN2CCCCCC2)c1 | 7% | -7% | 4% | 1% | 0.7%
CC(=O)Nc1sc2c(c1C(c1ccc(Cl)cc1)N1CCOCC1)CCCC2 (stereo not given) | -7% | -3% | 36% | -2% | i

The listing picks up, starting three compounds before the break.
SMILES | PhoP GFP inhibition | influenza NS1A | M. tuberculosis | M. tuberculosis HTS | VEEV TC-83 Vero | others
CC(=O)Nc1sc2c(c1C(c1ccc(Cl)cc1)N1CCOCC1)CCCC2 (stereo not given) | -7% | -3% | 36% | -2% | i
Cc1cc(SCC(=O)OCC(=O)N(C)c2ccccc2)nc2ccccc12 | 9% | -4% | 69% | 20% | 4.7%
COCCN1Cc2cccc(C(=O)NC(C)CCc3ccco3)c2C1=O (stereo not given) | -4% | 0% | -5% | -2% | 0.8%
Cn1c(SCC(=O)c2ccccc2)nnc1-c1cnccn1 | -7% | 9% | -8% | 2% | 0.8% | VEEV TC-83 Vero 10K pilot screen=1.1
O=C(O)c1ccccc1-c1ccccc1C(=O)NCCc1ccccc1 | 1% | -28% | 53% | 2% | 0.3%
CC(=O)NC1CCC(=O)C=C1c1ccccc1 (stereo not given) | x | 0% | x | x | i
CC/C(=C(\c1ccc(O)cc1)c1ccc(OCCN(C)C)cc1)c1ccccc1 | -3% | 11% | 60% | 22µM* | 38%
COc1ccc(C[C@@H]2CN3C(=NC[C@@H]3Cc3ccc(O)cc3)N2C[C@H](C)NC(=O)CCC2CCCCC2)cc1 | -5% | 13% | u | u | i
CN1C(=O)C(CC(=O)Nc2ccccc2)S/C1=N/c1nccs1 (stereo not given) | -4% | -13% | -3% | -8% | 0.6%
Cc1cc(C(=O)NCCN2CCOCC2)c2ccccc2n1 | x | 2% | 17% | -5% | i
CNC(=O)c1ccc(NC(=O)c2cccc(C(F)(F)F)c2)cc1 | 11% | 4% | -8% | -8% | i
CC(C)C(=O)Nc1ncc(Cc2ccc(Cl)cc2)s1 | 5% | -3% | x | u | 6.4%
Cc1nn(Cc2c(Cl)cccc2Cl)c(C)c1NC(=O)CCCn1nc(C)c([N+](=O)[O-])c1C | 0% | 1% | 46% | -3% | 1.3%
Cc1ccc(C)c(NC(=O)C2C3C=CC(O3)C2C(=O)O)c1 (stereo not given) | -3% | -7% | 12% | 2% | i
Cc1ccc(/C=N/NC(=O)Cn2cnc3ccccc32)cc1 | 7% | -18% | 6% | -3% | i
COc1ccc(/C=C/c2nnc(NC(=O)COc3ccccc3)s2)cc1 | 5% | -12% | -25% | -3% | 0.4%
CC1(C)CC(=O)C2=C(C1)NC(=O)CC2c1ccccc1F (stereo not given) | 18% | -5% | -12% | -4% | 0.7%
Cc1ccc(CCN2CC(C(=O)NCCCN(C)Cc3ccccc3)CC2=O)cc1 (stereo not given) | -3% | -17% | -5% | 4% | 0.5%
Cc1cccc(C(=O)N2CCc3ccccc3C2)c1[N+](=O)[O-] | 6% | 5% | 27% | -6% | 0.3%
C=CC[C@H](CC(=O)NCCO)C(=O)N[C@H](COC(=O)[C@@H](CC=C)CC(=O)OC(C)(C)C)Cc1c[nH]c2ccccc12 | x | -2% | 39% | -2% | 6.4%
CC(C)C(C(=O)NCC1CCCO1)N(Cc1ccco1)C(=O)CNS(=O)(=O)c1ccc(F)cc1 (stereo not given) | 3% | -2% | -4% | 2% | 0.1%
COc1ccc(NS(=O)(=O)c2ccc(Oc3c(C#N)cccc3C#N)cc2)cc1 | 2% | -2% | 5% | -1% | i
Cc1ccc(-c2nn(CCC(=O)NCC3CCCO3)c(=O)c3ccccc23)cc1 (stereo not given) | 10% | 1% | -5% | -6% | 1.7%
O=C(Nc1ccccc1)c1ccc(S(=O)(=O)Nc2cccc(O)c2)cc1 | -8% | -5% | 1% | 5% | 0.8%
Cc1ccccc1C1NS(=O)(=O)N=C1N (stereo not given) | 3% | 19% | 0% | 6% | 3.2%
COc1cccc(C(=O)NN2CC(O)=C(c3nc4ccccc4n3C)C2=N)c1 | 2% | x | 5% | -6% | x
CCOC(=O)c1cnn2c(N)c(C#N)cnc12 | 13% | 0% | 9% | -3% | 4.3%
COc1cc2c(cc1NC(=O)CN(C)Cc1cccc(OC)c1OC)oc1ccccc12 | -6% | 8% | 28% | 4% | 0.5%
COC(=O)c1ccccc1NS(=O)(=O)c1ccc(NC(C)=O)cc1 | 9% | 3% | 14% | -7% | 0.1%
N#C/C(=C\c1cc2ccccc2nc1N1CCCCC1)C(N)=O | -15% | -7% | 42% | 3% | 0.6%
COC(=O)[C@@H]1CC(O)CN1C(=O)C12CC3CC(CC(C3)C1)C2 (stereo not given in full) | 12% | -21% | -10% | -8% | 0.5%
COC(=O)c1cc2nc(-c3ccccc3)cc(C)n2n1 | 26% | -20% | -21% | -5% | 0.1%
CCN(CC)S(=O)(=O)c1cc(NS(=O)(=O)c2cccc(C(=O)O)c2)ccc1C | 6% | -7% | 9% | -2% | 1.1%
Cc1ccc(-n2c(O)c(C=Nc3ccccc3-c3n[nH]c(=S)[nH]c3=O)c3ccccc3c2=O)cc1C | x | 3% | x | x | 7.3%
O=c1oc(-c2cccs2)nc2scc(-c3cccs3)c12 | 9% | -11% | 43% | 4% | 0.9%
C=CCn1c(N)nc2ccccc21 | 12% | -8% | -1% | 4% | 4.7%
CCN1CC(CNC(=O)c2ccc3nc(Cc4cccc(Cl)c4)oc3c2)CC1=O (stereo not given) | 5% | -7% | 0% | 6% | 1.0%
CN(CCNC(=O)c1cccc(N2CCCC2=O)c1)Cc1ccccc1 | -6% | 2% | -5% | -2% | 1.1%
COc1cc(S(=O)(=O)NC2CCCCC2C)ccc1-n1cnnn1 (stereo not given) | 11% | 1% | 3% | -2% | i
COc1cc(N2CCCC2)c(OC)cc1/C=C(/C#N)c1cccc(Br)c1 | 0% | -4% | -8% | 7% | 0.1%
Cc1cc(C(=O)N/N=C2\CC(=O)CC(C)(C)C2)c(C)n1-c1ccc(F)cc1 | -4% | 0% | 26% | -3% | 0.4%
CCOc1ccc(C2C=C(c3ccccc3)Nc3ncnn32)cc1 (stereo not given) | -5% | x | 14% | 65% | x
O=C(Nc1ccc(C(=O)N2CCCCC2)cc1)C1CCC1 | x | -7% | x | x | 0.4%
COc1ccc(/C=C/C(=O)C2(O)CCCCC2)cc1 | -6% | -2% | 47% | 1% | 5.6%
O=C(Nc1ccc(Br)cc1)c1cccnc1N1CCCCC1 | -1% | 3% | 36% | 24% | i
C=CCN1C(=O)c2ccc(C(=O)N(CC)CC(=O)Nc3c(F)cccc3F)cc2C1=O | 3% | -6% | -7% | -1% | 2.0%
O=C(Oc1ccccc1C(=O)N1CCOCC1)c1ccc(F)cc1 | -5% | -1% | -11% | -3% | 1.9%
CC(C)[C@H]1C(=O)Nc2ccccc2N1C(=O)N[C@@H](Cc1ccccc1)C(=O)N[C@H](Cc1ccccc1)C(=O)O | -5% | -6% | -6% | 0% | 0.3%
CCOP(=O)(OCC)c1ccc2c(c1)C(=O)c1ccccc1CC2 | x | -3% | 26% | 0% | 0.2%
Clc1ccccc1C=NNc1ccccn1 | x | 0% | x | x | 0.3%
Cc1cc(C)cc(NC(=O)CSc2nc3nc(C)cc(C)n3n2)c1 | x | 2% | -8% | -8% | 2.4%
COc1ccc(CCNCc2ccccc2F)cc1OC | -5% | 11% | -10% | -4% | 0.2%
CC(C)Sc1nnc(-c2c[nH]c3ccccc23)n1C | -1% | 4% | 0% | -7% | 1.9%
COC(=O)c1c(O)c2ccccc2[nH]c1=O | -9% | -10% | -3% | -15% | 3.5%
N#CCC(=O)N/N=C/c1ccc(OCc2ccccc2)cc1 | 3% | -5% | 48% | u | 0.0%
COC(=O)C1=C(C(=O)OC)C2(OC1c1cccc(F)c1)C(=O)c1ccccc1C2=O (stereo not given) | -8% | 2% | 11% | -13% | 0.4%
COc1ccc(C(=O)NNC(=O)CCCCC(=O)NNC(=O)c2ccc(OC)cc2)cc1 | -6% | 10% | -15% | -6% | 0.5%
CC(C)C[C@H](NC(=O)C1CC(=O)N(c2ccc3c(c2)OCO3)C1)C(=O)NCc1ccco1 (stereo not given in full) | 4% | 4% | 2% | 7% | 1.1%
Cc1ccc(OCc2n[nH]c(=S)n2-c2ccccc2)cc1 | -4% | -20% | -24% | 4% | 0.3%
O=Cc1cn(-c2ccccc2)nc1-c1ccc(F)cc1 | 1% | -11% | 2% | 6% | 0.6%
NC(=O)CSc1nc2cc(Cl)ccc2c(=O)n1C1CCCCC1 | -4% | -1% | -4% | -1% | 4.6%
O=C(O)c1cc(O)ccc1N=Nc1ccccc1 | -10% | -1% | 2% | -4% | 1.6%
O=C(NCc1ccccc1F)C1CCCN1C(=O)Nc1ccc(Cl)cc1 (stereo not given) | 4% | -8% | -12% | 8% | i

Grouped by structure: the compounds so far with a nitro group on carbon (three)
SMILES | PhoP GFP inhibition | influenza NS1A | M. tuberculosis | M. tuberculosis HTS | VEEV TC-83 Vero | others
COc1ccc([N+](=O)[O-])cc1NC(=O)c1ccc(C)o1 | 0% | -5% | 18% | -5% | 2.8%
Cc1nn(Cc2c(Cl)cccc2Cl)c(C)c1NC(=O)CCCn1nc(C)c([N+](=O)[O-])c1C | 0% | 1% | 46% | -3% | 1.3%
Cc1cccc(C(=O)N2CCc3ccccc3C2)c1[N+](=O)[O-] | 6% | 5% | 27% | -6% | 0.3%

Carrying on.
SMILES | PhoP GFP inhibition | influenza NS1A | M. tuberculosis | M. tuberculosis HTS | VEEV TC-83 Vero | others
COc1ccc(C2Nc3cccc4cccc(c34)N2)cc1Br | 6% | -15% | 15% | 10% | 2.6%
O=C(O)c1cccc(NC2=C(N3CCOCC3)C(=O)c3ccccc3C2=O)c1 | 15% | -15% | 3% | 4% | 1.0%
O=C(Cc1cn2ccsc2n1)Nc1ccccn1 | 5% | -15% | -13% | 0% | 1.8%
Cn1c(SCc2c(F)cccc2Cl)nnc1-c1cccs1 | -1% | -23% | 47% | 4% | 1.2%
COc1ccc(/C=N/Nc2nnc(C)n2N)cc1OC | 3% | -4% | -4% | 55% | 2.4%
CC(SC(C)C(=O)NN=Cc1ccc(F)cc1)C(=O)NN=Cc1ccc(F)cc1 (stereo not given) | x | -19% | x | x | 0.9%
Cc1cc(C)nc(NS(=O)(=O)c2ccc(Br)cc2)n1 | -6% | -10% | 14% | -5% | 3.0%
CCN(CC)C(=O)C(C)OC(=O)c1ccc(O)cc1 (stereo not given) | -2% | 0% | -16% | 0% | 1.4%
CCOCCCNC(=S)NC1CC2CCC(C1)N2Cc1ccccc1 (stereo not given) | 5% | x | -2% | -9% | 0.1%
N=C1/C(=C\c2ccc(SCc3ccccc3)o2)C(=O)N=C2SC=NN12 | -3% | 4% | 73% | 5% | 0.9%

High-throughput results from PubChem BioAssay.

Compounds were not picked by outcome; any-hit rate near 1.5%.
